# Source: PubChem (several laboratories)
# CHRM4 agonist – human M4 muscarinic receptor agonists, primary screen, CHO-K1 cells, Fluo-8 calcium fluorescence; 360,000 compounds, 0.14% hits; Muscarinic acetylcholine receptor M4 (Homo sapiens), P08173; activation, % at 3 µM; CHO-K1 hM4/Gqi5; vehicle 0%, full acetylcholine response 100%;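 active = activation above the run mean over all test wells plus 3 SD, cut at about 32% in these data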;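 also: peak over basal fluorescence ratio per well then scaled between controls; 0% = DMSO wells and 100% = acetylcholine at EC100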
# Target sequence (P08173 whole entry, looked up): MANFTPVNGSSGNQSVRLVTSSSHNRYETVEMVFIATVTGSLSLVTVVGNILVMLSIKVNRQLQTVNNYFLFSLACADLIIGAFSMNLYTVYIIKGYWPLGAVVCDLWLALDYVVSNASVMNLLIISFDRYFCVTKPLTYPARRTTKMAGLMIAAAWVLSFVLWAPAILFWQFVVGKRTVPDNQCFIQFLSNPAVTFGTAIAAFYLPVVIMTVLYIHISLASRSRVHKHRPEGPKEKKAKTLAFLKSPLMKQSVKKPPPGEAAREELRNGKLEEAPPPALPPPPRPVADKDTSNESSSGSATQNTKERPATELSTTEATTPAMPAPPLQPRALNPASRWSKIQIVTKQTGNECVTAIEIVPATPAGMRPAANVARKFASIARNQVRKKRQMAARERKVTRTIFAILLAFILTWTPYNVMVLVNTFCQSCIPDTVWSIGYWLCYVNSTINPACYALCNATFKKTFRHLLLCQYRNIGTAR
# CRFBP-R2 block – antagonists of CRF-BP/CRF-R2 complex, primary screen, cell-based, HEK293, calcium dye fluorescence, uHTS; CRF-induced calcium fluorescence; inhibition, % at 11.8 µM; 350,000 compounds, 0.59% hits;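 active = inhibition of the ligand-induced calcium signal above about 50% at the single tested concentration, limit read from the data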
# CHRM4 PAM – human M4 muscarinic receptor positive allosteric modulators, primary screen, CHO-K1 cells, Fluo-8 calcium fluorescence; Muscarinic acetylcholine receptor M4 (Homo sapiens), P08173; CHO-K1 hM4/Gqi5, ACh EC20; 0% = ACh EC20, 100% = maximal ACh; activation, % at 3 µM; 360,000 compounds, 0.4% hits;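 active = activation above its plate's cutoff, the mean activation of sample wells plus 3 SD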; also: some results filed as inactive read as strong as hits
# CHRM4 antagonist – human M4 muscarinic receptor antagonists, primary screen, CHO cells, Fluo-8 calcium fluorescence; Muscarinic acetylcholine receptor M4 (Homo sapiens), P08173; CHO-hM4 cells, ACh EC80; inhibition, % at 3 µM; 360,000 compounds, 0.73% hits; AID 624125, 2012;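 active = inhibition above its plate's cutoff, the mean inhibition of sample wells plus 3 SD, cut at about 27% in these data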;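 also: 0% = acetylcholine EC80 with DMSO and 100% = DMSO without agonist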
# CRFR2-BP ag – agonists of CRF-BP/CRF-R2 complex, primary screen, cell-based, HEK293, calcium dye fluorescence, uHTS | 350,000 compounds, 0.46% hits | activation, % at 13.2 µM | calcium dye fluorescence (FLIPR); percent of saturating CRF peptide response;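 active = activation of at least 50%, plus an integration ratio under a set limit after plate pattern correction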;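 also: plate controls were neutral control wells without compound for no effect and CRF at EC100 for full effect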
# CHRM5 agonist – human M5 muscarinic receptor agonists, primary screen, CHO-K1 cells, Fluo-8 calcium fluorescence | 360,000 compounds, 0.19% hits | Muscarinic acetylcholine receptor M5 (Homo sapiens), P08912 | activation, % at 3 µM | CHO-K1 hM5 cells; 0% DMSO wells, 100% maximal acetylcholine response;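 active = activation above the run's mean over test compounds plus 3 SD, cut at about 23% in these data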;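 also: signal is peak over basal fluorescence ratio across the kinetic read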
# Target sequence (P08912 whole entry, looked up): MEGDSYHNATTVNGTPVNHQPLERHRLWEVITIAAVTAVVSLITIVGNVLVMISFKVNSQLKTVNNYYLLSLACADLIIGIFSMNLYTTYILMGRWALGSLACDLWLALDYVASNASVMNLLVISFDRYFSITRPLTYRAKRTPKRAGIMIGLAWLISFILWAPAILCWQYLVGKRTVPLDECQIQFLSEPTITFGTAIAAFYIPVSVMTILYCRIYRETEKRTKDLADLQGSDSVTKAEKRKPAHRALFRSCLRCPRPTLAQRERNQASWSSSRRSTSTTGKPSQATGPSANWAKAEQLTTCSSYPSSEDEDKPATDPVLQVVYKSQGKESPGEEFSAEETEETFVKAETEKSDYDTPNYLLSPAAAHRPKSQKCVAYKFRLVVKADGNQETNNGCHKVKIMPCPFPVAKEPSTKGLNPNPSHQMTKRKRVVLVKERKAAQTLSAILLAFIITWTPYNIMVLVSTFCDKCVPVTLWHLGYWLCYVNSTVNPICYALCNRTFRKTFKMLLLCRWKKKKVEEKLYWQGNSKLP
# M5 PAM – human M5 muscarinic receptor positive allosteric modulators, primary screen, CHO-K1 cells, Fluo-8 calcium fluorescence. Muscarinic acetylcholine receptor M5 (Homo sapiens), P08912. CHO-K1 hM5, ACh EC20 PAM; 0% = ACh EC20, 100% = ACh EC100. activation, % at 3 µM. 360,000 compounds, 0.3% hits. AID 624038, 2012;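 active = activation above the run cutoff, the mean activation of all test compounds plus 3 SD, cut at about 18% in these data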
#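 Assay system: CHO-K1 hM5 cells / Incubation: Fluo-8 loading 80 min at 37 °C plus 30 min room temperature / Technique: Fluo-8 calcium dye fluorescence, kinetic read / Repeats: single replicate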
# IDE cell inh – human IDE inhibitors in live cells, primary screen, fluorescence polarization, HEK cells, FAbetaB substrate. 320,000 compounds, 0.41% hits. inhibition, % at 5.59 µM. FAbetaB cleavage. AID 434962, 2010;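 active = percent inhibition above the average of all tested compounds plus 3 SD, set per screening campaign, cut at about 16% in these data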;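 also: IDE supplied by intact live HEK cells; FP after avidin binding of uncleaved biotin substrate so inhibition keeps polarization high; 0% = DMSO wells and 100% = 60 µM reference IDE inhibitor Ii1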
# CHRM5 antagonist – human M5 muscarinic receptor antagonists, primary screen, CHO cells, Fluo-8 calcium fluorescence; CHO-hM5 cells, ACh EC80; 360,000 compounds, 0.59% hits; Muscarinic acetylcholine receptor M5 (Homo sapiens), P08912; inhibition, % at 3 µM;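 active = inhibition above a per-plate cutoff, the mean of that plate's test compounds plus 3 SD, cut at about 27% in these data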;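 also: 0% = acetylcholine EC80 with DMSO and 100% = DMSO without agonist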
# Starred values were filed as active, the others as inactive; nt = not tested or not shown.
SMILES,CHRM4 agonist,CRFBP-R2 block,CHRM4 PAM,CHRM4 antagonist,CRFR2-BP ag,CHRM5 agonist,M5 PAM,IDE cell inh,CHRM5 antagonist
O=c1[nH]c(=S)n(CCC2=CCCCC2)c(O)c1/C=N/N1CCOCC1,1,-23,4,-3,-5.3,-4,-5,3,10
CN1C(=O)CCC2(C)C1=CCC1C2CCC2(C)C1CCC2(C)O (stereo not drawn),2,-5,13,-4,1.1,4,18*,nt,-7
Cn1c(C(=O)O)c(CC(=O)N2CCN(Cc3ccccc3)CC2)c2ccccc21,0,-21,9,-16,-2.0,-3,3,2,-4
Clc1ccccc1CN1CCN(c2ccccc2Cl)CC1,0,-12,5,-13,-3.9,2,2,-3,-12
CSCCC(N=Cc1c(O)n(-c2ccc(Cl)cc2)c(=O)[nH]c1=O)C(=O)OC(C)(C)C (stereo not drawn),-2,-40,11,-6,0.2,-1,4,5,-3
COc1ccccc1-n1c(-c2ccc(C)cc2)nc2ccccc2c1=O,0,4,0,-13,0.5,-6,13,nt,-4
CC(=O)Nc1cc(C(=O)N2CCC3(CC2)OCCO3)ccc1S(=O)(=O)c1ccc(Cl)cc1,0,14,1,-1,1.1,2,10,3,-9
O=C(Nc1c(F)cc(F)cc1F)c1cccn(Cc2ccccc2)c1=O,1,5,0,-1,0.6,0,-3,3,-3
CCN1C(=O)NC(=O)/C(=C\c2cn(CC(=O)N3CCCCC3C)c3ccccc23)C1=O (stereo not drawn),2,-2,0,-4,46,1,-7,0,7
COc1ccccc1CNC(=O)CCC(=O)N1C[C@H]2C[C@@H](C1)c1cccc(=O)n1C2,1,10,5,-8,-2.9,3,5,7,6
CCN1CCN(CC(=O)c2c(C)n(Cc3ccccc3)c3ccc(OC)cc23)CC1,1,-13,4,8,-2.5,-3,-1,0,1
Cn1cc(C(=O)NP(=O)(N2CCOCC2)N2CCOCC2)c2ccccc21,0,13,2,-13,-0.5,1,-8,2,3
O=c1c2ccccc2nc(-c2ccccc2)n1-c1ccc(O)cc1,1,33,-1,1,-5.3,-2,-6,7,3
O=[N+]([O-])c1ccc(Nc2ccccc2)cc1,1,22,-3,2,-1.3,-8,-7,1,8
Cc1c(CC(=O)N2C[C@H]3C[C@@H](C2)c2cccc(=O)n2C3)c(=O)oc2cc(O)c(Cl)cc12,0,-8,5,-9,2.0,2,-2,-1,4
Nc1nc(SCCC(F)=C(F)F)n[nH]1,1,0,7,-2,0.5,3,8,4,16
O=[N+]([O-])c1ccc(N(CCO)CCO)c2c1no[n+]2[O-],5,-14,1,-14,11,2,-5,nt,5
Cn1c(O)c(C=NCc2ccco2)c(=O)n(C)c1=O,0,5,3,-2,-1.9,2,-6,-3,0
COc1ccc(/C=C2\C(=O)NC(=O)N(Cc3ccccc3)C2=O)c(OC)c1OC,1,-7,-1,-7,-0.9,-1,2,4,0
CCOC(=O)c1c(/N=C/C2C(=O)NC(=S)NC2=O)sc2c1CCC2,16,-102,-2,-1,98*,10,-7,9,8
O=C(N/N=C/c1c(O)n(-c2ccccc2)c(=S)[nH]c1=O)c1ccccc1,0,8,-5,6,-0.9,6,5,-3,-9
COc1cccc(-c2sc3ccccc3c2-c2ccc(OCCN3CCOCC3)cc2)c1,2,-1,9,-3,3.0,-3,2,-2,8
COc1ccc2[nH]cc(CCNCc3cccnc3)c2c1,0,8,-4,8,-0.3,1,1,3,0
CCCC(=O)NC(Oc1ccc(OC)cc1)C(Cl)(Cl)Cl (stereo not drawn),-1,6,0,0,-1.2,-9,6,4,5
CC12CCC(=O)C=C1CCC1C2C(O)CC2(C)C(O)CCC12 (stereo not drawn),4,-5,15,-7,1.8,0,2,nt,3
Nc1c(C(=O)NCCN2CCOCC2)c2nc3ccccc3nc2n1Cc1ccccc1,9,-28,-3,6,1.4,-1,0,5,8
CCC1CCC(C)N(N=O)C1 (stereo not drawn),1,-14,4,-12,4.0,-3,3,nt,15
COc1cc2c(cc1OC)C13CCN4C=C5CCOC6CC(=O)N2C1C6C5CC43 (stereo not drawn),0,-19,3,-11,3.8,3,-4,nt,-2
Cc1cccc(-n2c(O)c(/C=N/Nc3nc4c(c(=O)n(C)c(=O)n4C)n3C)c(=O)[nH]c2=S)c1,1,-39,2,4,-1.3,0,6,-3,-7
CCN(CCNc1ccc([N+](=O)[O-])c2cccnc12)S(=O)(=O)c1ccc(Cl)cc1,-1,-9,-9,4,1.3,-4,-5,-3,2
CC(C)C[C@H](NC(=O)[C@@H]1CCCN1C(=O)[C@@H](N)Cc1ccc(O)cc1)C(=O)NCC(N)=O,0,-2,0,-9,-0.9,1,2,4,-2
CCN(CC)c1ccc(N=Cc2c(O)n(Cc3ccco3)c(=O)[nH]c2=O)cc1,2,-49,15,-1,60*,0,-12,6,23
O=C(NCC(c1cccnc1)N1CCN(c2ccccc2F)CC1)Oc1ccccc1 (stereo not drawn),0,6,4,11,-1.0,1,1,0,-3
CCCCCCn1c(=O)c(C(=O)Nc2cccc(C)n2)c(O)c2ccccc21,0,-4,2,-6,0.6,0,2,1,4
Cc1ccc(/C=C2\C(=O)NC(=O)N(CCc3ccc(F)cc3)C2=O)s1,1,-78,-4,-13,9.9,-3,-2,-4,11
CC(C)n1nnnc1CN1CCN(C)CC1,0,12,0,2,1.5,-10,2,-1,-17
O=C(CN1CCOCC1)c1cccc2ccccc12,1,-5,9,5,0.5,-7,-3,4,-4
Cn1c(O)c(/C=C/C=Nc2ccccc2)c(=O)n(C)c1=S,6,-106,-5,-3,55*,14,-7,27*,14
COc1ccc(C(=O)C2CCCN(CCO)C2)c(C)c1 (stereo not drawn),0,17,-6,3,-0.8,0,8,-1,-10
CCOc1cc(C=O)ccc1O,1,3,4,-3,-0.4,0,2,-1,-1

# An excerpt from above in order of length of the SMILES, low to high.
SMILES,CHRM4 agonist,CRFBP-R2 block,CHRM4 PAM,CHRM4 antagonist,CRFR2-BP ag,CHRM5 agonist,M5 PAM,IDE cell inh,CHRM5 antagonist
CCOc1cc(C=O)ccc1O,1,3,4,-3,-0.4,0,2,-1,-1
O=c1c2ccccc2nc(-c2ccccc2)n1-c1ccc(O)cc1,1,33,-1,1,-5.3,-2,-6,7,3
Cc1ccc(/C=C2\C(=O)NC(=O)N(CCc3ccc(F)cc3)C2=O)s1,1,-78,-4,-13,9.9,-3,-2,-4,11

# Other compounds.
SMILES,CHRM4 agonist,CRFBP-R2 block,CHRM4 PAM,CHRM4 antagonist,CRFR2-BP ag,CHRM5 agonist,M5 PAM,IDE cell inh,CHRM5 antagonist
CCOC(=O)CNC(=O)CNC(=O)C(Cc1ccc(N(CCCl)CCCl)cc1)NC(C)=O (stereo not drawn),0,5,-7,5,3.1,-1,0,-7,3
Cn1c2ccccc2c2c(C(=O)N3CCC4(CC3)OCCO4)cn(C3CCCCC3)c(=O)c21,12,-7,2,-7,-1.2,-1,-48,2,7
CCOC(=O)CNC(=O)N1Cc2cc(-c3cccc(F)c3)ccc2-n2nncc2C1,2,nt,-5,-2,nt,1,0,nt,1
CCN(CC)CCNC(=O)c1c(O)c2ccccc2n(Cc2ccccc2)c1=O,3,-15,1,0,2.3,-4,-7,-1,1
O=C1NC(=O)C(Cc2ccccc2)C(=O)N1,0,-9,3,-15,4.6,2,3,nt,-6
O=C(Cc1ccccc1)NC(Oc1ccccc1Cl)C(Cl)(Cl)Cl (stereo not drawn),-2,-5,3,3,1.6,-5,-2,4,2
COP(=O)(OC)C(Nc1ccccn1)c1ccccc1 (stereo not drawn),0,6,8,-7,-0.4,0,1,0,-2
CC(=O)N1CCC2(CC1)CC(=O)c1cc(OCC(=O)N3CCN(C)CC3)ccc1O2,0,-37,7,4,6.4,0,-1,4,-6
CCc1ccc(OCC(=O)N2CCN(Cc3ccc4c(c3)OCO4)CC2)cc1,12,-6,-11,-1,1.0,2,-13,-6,20
COc1ccc(CC2C(=O)N(c3ccccc3)C(=O)N(c3ccccc3)C2=O)c(OC)c1,3,-10,-3,-5,0.0,0,2,0,2
O=C(COc1ccc(Br)cc1)N1CCN(C2CCCC2)CC1,0,-14,9,0,1.3,-8,7,-6,1
O=C1C2CCCN2C(c2cccnc2)N1c1cccc(Cl)c1 (stereo not drawn),1,-4,6,-15,0.2,0,-2,3,5
CC(C)N1C(=O)CCC1C(=O)N1CCC2(CC1)OCCO2 (stereo not drawn),-1,12,-1,13,-1.5,0,-4,2,-4
CCN(CC)C(=O)c1ccc(NC(=O)COc2ccc([N+](=O)[O-])cc2Cl)cc1,9,13,4,-17,2.5,2,4,-1,-9
O=P(C(c1c[nH]c2ccccc12)N1CCOCC1)(N1CCOCC1)N1CCOCC1 (stereo not drawn),1,-9,1,8,-2.0,-7,-4,4,4
COC(=O)C1=C(c2ccc(F)cc2OCc2ccccc2)C[C@@H]2CC[C@H]1N2C(=O)NC1CCCCC1,0,3,-4,-6,-0.3,-1,-7,-2,8
Cc1nonc1OCCNc1ccc([N+](=O)[O-])c2cccnc12,-1,32,-6,6,1.3,-4,-6,0,2
CN(C)C(=O)Oc1ccc2oc(=O)cc(-c3cc4ccccc4o3)c2c1,1,-1,0,-2,0.3,-5,-6,-12,13
CCN(c1ccc(C(O)(C(=O)OC)C(F)(F)F)cc1)S(=O)(=O)c1ccccc1 (stereo not drawn),1,1,-8,3,-1.1,-4,1,12,-6
CCCOC(=O)C1C2c3ccccc3C(c3ccccc32)C1C(=O)O (stereo not drawn),1,-2,3,-6,0.6,-5,-5,4,1
CN1C(=O)C(O)N=C(c2ccccc2)c2ccccc21 (stereo not drawn),1,-2,-13,21,-0.1,-8,-6,-11,12
O=C1NC(=O)C(=Cc2ccc(-c3ccc(F)cc3O)o2)C(=O)N1,12,-57,26*,-6,17,25*,5,7,16
Nc1ncn[nH]1,1,-14,17,5,0.0,0,8,-3,-1
O=C1NC(=O)C(=CCc2ccccc2)C(=O)N1,1,20,3,-7,-1.2,-3,7,nt,6
O=P(Oc1ccccc1)(Oc1ccccc1)C(O)c1ccccc1 (stereo not drawn),3,-1,-2,6,-0.1,-3,-1,2,13
CC(=O)c1cn(Cc2ccccc2C#N)c2ccccc12,22,3,-22,29*,-1.1,8,-31,2,37*
CCC1CN2CCc3cc(OC)c(OC)cc3C2CC1CC1NCCc2c1[nH]c1ccc(O)cc21 (stereo not drawn),0,51*,0,-7,5.0,3,9,nt,-3
C[N+]1(C)C2CCC1CC(OC(=O)c1ccccc1)C2 (stereo not drawn),0,-7,-23,-3,-1.3,-18,-22,-2,6
C=C1C(=O)O[C@@H]2C[C@@H](C)[C@@H]3C4OC4C(=O)[C@@]3(C)[C@@H](O)[C@H]12 (stereo partly drawn),0,30,7,6,0.2,-1,4,3,3
CC(=NC(C)c1ccccc1)c1c(O)[nH]c(=O)[nH]c1=O (stereo not drawn),3,14,7,-5,1.2,-1,-1,-1,3

# These rows are one share of the data; the hit share may differ from the screen's.
